Source: PubChem BioAssay
MCL1-BIM inh: MCL1-BIM-BH3 interaction inhibition (human). 0.68% of 320,000 active. inhibition, % at 10.9 µM. AID 2057. GST-MCL1 / FITC-Bim-BH3 fluorescence polarization. Q07820;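 active = inhibition above the mean inhibition of all tested compounds plus 3 SD, set per campaign, cut at about 40% in these data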;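 note: 0% = DMSO wells and 100% = unlabeled Bim-BH3 peptide control; higher means more loss of mP so more displacement of Bim peptide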
BCLXL inh: blocks human Bcl-xL binding to Bim BH3 peptide. Q07817. GST-Bcl-xL / FITC-Bim BH3 peptide fluorescence polarization. inhibition, % at 10.9 µM. 0.7% of 320,000 active;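 active = inhibition above the mean of all tested compounds plus 3 SD, cutoff set per campaign, cut at about 30% in these data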;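 note: 0% = DMSO wells and 100% = unlabeled Bim-BH3 peptide competitor; inhibitors lower millipolarization by displacing the labeled peptide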
AGP1 TOR yeast: alters AGP1-GFP fluorescence in TOR pathway yeast screen | S. cerevisiae AGP1-GFP multiplex flow cytometry, 3 h; GFP as percent of DMSO wells | GFP response vs DMSO, % at 10 µM | 0.02% of 320,000 active;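 active = GFP response relative to DMSO above a set limit, near screen average plus 3 SD, cut at about 150% in these data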;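 note: median GFP channel fluorescence of the gated AGP1 strain per well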
Fam108B counter: blocks mouse Fam108B hydrolase in RBBP9 counter-screen | recombinant Fam108B, FP-Rh probe fluorescence polarization | inhibition, % at 9.51 µM | 0.33% of 300,000 active;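 active = inhibition above the screen mean inhibition plus 3 SD, computed separately per campaign, cut at about 18% in these data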;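 note: inhibitors lower polarization as less probe binds the enzyme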
MEX-5 binding: C. elegans MEX-5 TCR-2 RNA binding activity | Q9XUB2 | activity score (negative = inhibition of binding), % at 10 µM | MEX-5/FITC-TCR2 RNA binding, fluorescence polarization; active compounds read low | 0.38% of 300,000 active;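 active = inhibition past about -25% in most replicates, and total fluorescence under double the plate's negative control median, limit read from the data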;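 note: 0% = DMSO and -100% = 5 µM competing unlabeled TCR2 RNA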
CIT2-GFP yeast: alters CIT2-GFP fluorescence in TOR pathway yeast screen. S. cerevisiae CIT2-GFP strain, flow cytometry, 3 h; 100 means same as DMSO wells. GFP response vs DMSO, % at 10 µM. 0.065% of 320,000 active;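 active = GFP response relative to DMSO above a set limit, near the screen mean plus 3 SD, cut at about 150% in these data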;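 note: ratio of well median GFP fluorescence to mean of DMSO wells on the plate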
GRK2 inh: inhibitors of human GRK2 displacing RNA aptamer. P25098. bead flow cytometry, FAM-aptamer displacement from GRK2. inhibition of aptamer binding, % at 10 µM. 0.59% of 330,000 active;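 active = inhibition of aptamer binding above 40%, roughly 3 SD of noise, on plates passing a quality check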;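 note: median bead fluorescence of bound FAM aptamer so fluorescent compounds give negative values; no value below 0 was filed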
GLD-1 RNA inh: GLD-1-TGE RNA interaction inhibition (C. elegans). inhibition, % at 5.96 µM. purified GLD-1 + fluorescein TGE RNA, fluorescence polarization. Q17339. 0.44% of 320,000 active;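 active = percent inhibition above a per-plate cutoff, the plate mean of test compounds plus 3 SD, cut at about 30% in these data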;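 note: 0% = DMSO wells with GLD-1 and probe and 100% = wells lacking GLD-1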
VLA-4 inh: inhibition in a human VLA-4 binding assay; VLA-4 expressing cells, ligand binding flow cytometry; 0.2% of 330,000 active; inhibition, % (about 7 µM as worked out from the volumes in the protocol); P13612; in the data active = inhibition above about 50%
Target sequence (P13612 whole entry, looked up): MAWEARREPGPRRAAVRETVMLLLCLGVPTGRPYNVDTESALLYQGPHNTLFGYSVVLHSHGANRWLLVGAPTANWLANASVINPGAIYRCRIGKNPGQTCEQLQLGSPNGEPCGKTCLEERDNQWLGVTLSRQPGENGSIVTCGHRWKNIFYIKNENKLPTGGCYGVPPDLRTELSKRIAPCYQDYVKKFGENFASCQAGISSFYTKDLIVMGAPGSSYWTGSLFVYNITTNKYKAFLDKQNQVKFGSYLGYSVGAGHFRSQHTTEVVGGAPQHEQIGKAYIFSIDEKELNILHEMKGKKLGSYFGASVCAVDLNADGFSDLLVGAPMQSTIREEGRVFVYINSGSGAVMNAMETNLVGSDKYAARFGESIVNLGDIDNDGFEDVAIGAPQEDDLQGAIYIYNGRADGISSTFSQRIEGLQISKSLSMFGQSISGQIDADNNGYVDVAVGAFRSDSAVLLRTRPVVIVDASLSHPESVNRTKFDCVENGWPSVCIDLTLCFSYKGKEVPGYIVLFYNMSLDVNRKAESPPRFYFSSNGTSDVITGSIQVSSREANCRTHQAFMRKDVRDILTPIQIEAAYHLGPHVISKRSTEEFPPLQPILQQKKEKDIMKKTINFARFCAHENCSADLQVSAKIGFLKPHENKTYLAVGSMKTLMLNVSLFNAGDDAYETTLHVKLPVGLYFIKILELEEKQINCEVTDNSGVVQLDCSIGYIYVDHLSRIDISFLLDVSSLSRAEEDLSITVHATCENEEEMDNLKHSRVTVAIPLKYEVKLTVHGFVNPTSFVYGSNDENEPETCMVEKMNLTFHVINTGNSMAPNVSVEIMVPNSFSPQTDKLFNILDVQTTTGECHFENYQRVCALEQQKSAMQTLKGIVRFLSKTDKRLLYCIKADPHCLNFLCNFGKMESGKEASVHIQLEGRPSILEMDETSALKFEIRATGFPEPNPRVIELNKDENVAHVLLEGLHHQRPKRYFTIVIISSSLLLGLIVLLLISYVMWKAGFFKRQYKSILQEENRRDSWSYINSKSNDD
Numbers without * were called inactive; · = not tested or not shown; [ ] = dose if it differs, or a comment.

molecule	BCLXL inh	GRK2 inh	AGP1 TOR yeast	MCL1-BIM inh	MEX-5 binding	CIT2-GFP yeast	VLA-4 inh	Fam108B counter	GLD-1 RNA inh
COc1ccc(CN(C)CC(O)COc2ccc(-c3ccccc3)cc2)cc1OC (centres undefined)	5	0	102	4	0.2	103	24	0	5
O=C(NCCCSc1ccccc1)c1cccnc1	·	2	91	·	1.2	97	11	·	·
CCn1cc(C2=NC(c3ccccc3)CO2)c2ccccc21 (centres undefined)	4	0	97	11	0.1	93	4	2	7
CCOc1ccc2nc(NC3=NC(c4ccc(OC)cc4)CC(=O)N3)nc(C)c2c1 (centres undefined)	-37	38	105	-62	0.5	97	-15	-11	-5
Cc1ccc(CSCCNC(=O)CSc2ccccc2)cc1	3	0	101	1	1.6	95	0	1	7
Cc1nn(CC(=O)Nc2c(C)n(C)n(-c3ccccc3)c2=O)c(C)c1[N+](=O)[O-]	0	0	98	-4	0.3	106	20	-3	4
Cc1ccc(C(=O)OCC(=O)N(CC(C)C)c2c(N)n(Cc3ccccc3)c(=O)[nH]c2=O)cc1[N+](=O)[O-]	0	1	105	-3	1.1	98	10	-1	-3
O=C(Nc1ccc(N2CCN(C(=O)c3cccs3)CC2)cc1)c1ccc(F)cc1	-1	0	88	0	1.4	99	-6	0	6
S=C(Nc1ccccc1)N1CCN(C2CCCCC2)CC1	3	0	105	9	-1.5	·	-1	2	5
CC(C)CN(C(=O)c1ccc(-n2cncn2)c([N+](=O)[O-])c1)C1CCS(=O)(=O)C1 (centres undefined)	-13	0	104	-23	1.6	101	2	3	4
Cc1cccc(N2CCN(S(=O)(=O)c3c(C)[nH]c(C)c3C(=O)N3CCCCC3)CC2)c1C	4	7	92	2	-2.6	107	15	-2	5
Cc1ccc(-c2nn3cnnc3c3ccccc23)cc1	4	0	112	-2	-1.9	88	0	2	-3
COCCN(C(=O)c1ccc(NC2CC2)c([N+](=O)[O-])c1)c1c(N)n(CC(C)C)c(=O)[nH]c1=O	3	1	75	2	·	73	-13	·	7
CCCCNC(=O)C1CCN(S(=O)(=O)N2CCOCC2)CC1	5	0	108	1	-0.8	99	20	-2	3
CN(C(=O)c1nn(C)c2c1CSc1ccccc1-2)c1ccccc1Cl	6	0	100	7	-1.9	98	2	0	0
O=C(c1cc2ccccn2n1)N1CCN(c2cccc(C(F)(F)F)c2)CC1	-3	0	102	-1	·	105	-4	1	2
CCOc1ccc(NC(=O)CN2CCN(CC(=O)Nc3ccc(C(=O)OC)cc3)CC2)cc1	0	0	101	2	0.1	88	9	-7	2
O=C(Cn1nc(C(=O)O)c2ccccc2c1=O)Nc1nc(-c2ccccc2)cs1	11	1	102	7	-2.6	99	1	-42	-3
Cc1cc(Nc2cccc(C)c2C)n2ncnc2n1	-1	8	97	-4	-0.4	93	2	0	-6
CN(CC1CCOCC1)C(=O)CC1C(=O)NCCN1Cc1ccccc1F (centres undefined)	14	0	97	15	-2.8	103	-2	-4	13

Reprinted from the results shown for reference:
molecule	BCLXL inh	GRK2 inh	AGP1 TOR yeast	MCL1-BIM inh	MEX-5 binding	CIT2-GFP yeast	VLA-4 inh	Fam108B counter	GLD-1 RNA inh
Cc1ccc(C(=O)OCC(=O)N(CC(C)C)c2c(N)n(Cc3ccccc3)c(=O)[nH]c2=O)cc1[N+](=O)[O-]	0	1	105	-3	1.1	98	10	-1	-3
O=C(Nc1ccc(N2CCN(C(=O)c3cccs3)CC2)cc1)c1ccc(F)cc1	-1	0	88	0	1.4	99	-6	0	6

Next entries:
molecule	BCLXL inh	GRK2 inh	AGP1 TOR yeast	MCL1-BIM inh	MEX-5 binding	CIT2-GFP yeast	VLA-4 inh	Fam108B counter	GLD-1 RNA inh
COc1ccc(-c2nnc(SCC(=O)Nc3ccc4c(c3)OCCO4)n2N)cc1OC	1	2	107	-2	1.7	108	21	3	13
COc1ccccc1N/C(=N/S(=O)(=O)c1ccc(Cl)cc1)c1ccccc1	3	2	93	3	0.1	95	7	1	1
CCn1nc(C(=O)NNC(=O)CCOc2cc(C)ccc2C)c2ccccc2c1=O	3	0	97	-4	-1.2	104	-20	-5	3
Cc1cccc(NS(=O)(=O)c2ccc3[nH]c(=O)cc(C(=O)OC(C)C(=O)Nc4ccc([N+](=O)[O-])cc4)c3c2)c1 (centres undefined)	3	2	105	2	-1.8	104	-6	-32	6
C=CCNC(=O)c1c(CSc2ccc(Cl)cc2)noc1C(=O)NCCC	-2	1	86	-3	0.7	77	22	-1	8
COc1ccc(/C=C/C(=O)Nc2cc(C)nn2-c2nc3ccccc3n2Cc2cccc([N+](=O)[O-])c2)cc1	6	0	97	-6	0.1	99	0	-9	4
CCC1CCc2sc(C(=O)NC3CCN(Cc4ccccc4)CC3)cc2C1 (centres undefined)	0	0	105	3	3.4	99	10	0	4
CCC(=O)n1nc(-c2ccc(Cl)cc2)nc1SC	-1	0	101	0	-3.1	105	-16	2	0
CS(=O)(=O)c1ccccc1C(=O)Nc1ccc(-c2nc3ccccc3o2)cc1	1	0	105	2	-6.7	97	4	-4	-3
COC(=O)c1cscc1NC(C)=O	-2	2	104	-2	0.9	95	13	0	2
Cc1cc(C)cc(-c2nnc(SCc3ccc(C(=O)O)cc3)o2)c1	-3	0	83	-4	2.2	72	13	-2	-8
O=C(OCCCc1cc2ccccc2c(=O)o1)N1CCOCC1	·	0	95	·	·	88	23	·	1
Cc1ccccc1Oc1ccccc1N	3	2	97	7	-3.2	92	15	2	-1
Cc1cc(C(=O)N2CCC(C)CC2)on1	1	0	114	3	1.8	86	1	-5	6
COC1CCN(C(=O)CC2C(=O)NCCN2CC(C)(C)C)CC1 (centres undefined)	45*	0	105	50*	-0.9	99	-5	-1	28
Clc1ccc(OC2CCN(Cc3nc(CC4CC4)no3)CC2)cc1	3	2	103	6	-1.3	100	1	0	-2
CC(=O)N=c1sc2cc(C)ccc2n1C	-2	1	95	8	-1.5	93	8	-3	1
Cc1ccccc1-c1nc2ccccc2[nH]1	4	1	100	-1	-0.1	116	3	1	-8
CCCCn1c(CNC(=O)Cc2ccccc2)nc2ccccc21	2	4	95	2	1.8	95	-3	-3	0
CC(C)OC(=O)c1cccnc1SCC(=O)N(C)c1ccccc1	-1	3	97	6	-0.8	92	20	2	-1

Continuation.
molecule	BCLXL inh	GRK2 inh	AGP1 TOR yeast	MCL1-BIM inh	MEX-5 binding	CIT2-GFP yeast	VLA-4 inh	Fam108B counter	GLD-1 RNA inh
Cc1nccc(-c2ccc(-n3cnc4ccccc43)cc2)n1	7	2	93	1	1.7	89	8	1	-1
Cc1ccc(Cl)cc1NC(=O)CN1C(=O)NC(C)(C2CC2)C1=O (centres undefined)	·	2	102	·	·	99	11	·	3
Cc1ccc(CC(=O)OCC(=O)NC2CCCC(C)C2C)cc1C (centres undefined)	5	0	98	6	1.2	89	9	-2	6
CCOC(=O)C1(CCCc2ccccc2)CCN(C(=O)C2CCCN(C(N)=O)C2)CC1 (centres undefined)	8	3	105	7	-0.2	114	-6	-2	-3
O=C(NN1C(=O)C2C3C=CC(C3)C2C1=O)C(O)c1ccccc1 (centres undefined)	0	0	97	-3	-1.9	105	11	-1	-5
Cn1c(=NC(=O)CCS(=O)(=O)c2ccccc2)sc2cc(F)ccc21	4	0	106	2	-2.8	101	0	4	0
COc1cc(C)c(NC(=O)Cc2ccsc2)cc1OC	-1	11	102	-11	1.8	105	-5	6	13
CC(=O)Nc1ccc(S(=O)(=O)N2CCC(C(=O)NCCC(=O)NCc3ccccc3)CC2)cc1	6	2	108	6	0.6	115	-6	0	-5
CN(C)C(CNC(=O)C1CCCN1C(=O)c1cccs1)c1ccccc1 (centres undefined)	·	0	102	·	·	94	-2	·	2
O=c1cnnc(Nc2cccc(C(F)(F)F)c2)[nH]1	3	2	97	2	-1.2	96	-3	-4	-5
O=C(CSc1nncn1-c1ccccc1)NC1CCCCC1	1	4	89	-1	0.9	76	5	-1	1
Cc1cc(OCc2cc(C(=O)NCc3cc(C(C)C)no3)no2)cc(C)c1Cl	7	0	103	7	0.0	101	17	-4	3
COc1cc(C)c(S(=O)(=O)NCCCn2ccnc2)cc1C	-1	0	100	11	2.0	108	-7	0	5
Cc1cc(C(=O)N/N=C/c2c(C)nn(-c3ccccc3)c2C)n[nH]1	3	0	110	6	-2.0	106	20	0	6
Cc1ccc(C)c(NS(=O)(=O)c2ccc(-c3ccc(=O)[nH]n3)o2)c1	2	1	101	4	1.5	108	21	1	5
CS(=O)(=O)N1CCCC(C(=O)Nc2ccccc2F)C1 (centres undefined)	0	0	96	8	-1.9	108	14	3	12
O=C(NCc1ccccc1)C(=O)NCC1OCCN1S(=O)(=O)c1ccc2c(c1)OCCO2 (centres undefined)	3	0	107	1	0.7	104	-11	-1	-6
CCOc1ccc(S(=O)(=O)N2CCOCC2)cc1[N+](=O)[O-]	1	4	24	1	-0.9	92	34	0	0
COc1ccc(S(=O)(=O)N(C)C[C@H]2Oc3ccc(NS(=O)(=O)c4ccc(F)cc4)cc3C(=O)N([C@H](C)CO)C[C@@H]2C)cc1	·	0	106	·	·	100	6	·	1
C=CCOC(=O)C1=C(C)NC(=O)NC1/C=C/c1ccccc1 (centres undefined)	1	2	94	-7	-1.9	98	5	1	2

The listing continues.
molecule	BCLXL inh	GRK2 inh	AGP1 TOR yeast	MCL1-BIM inh	MEX-5 binding	CIT2-GFP yeast	VLA-4 inh	Fam108B counter	GLD-1 RNA inh
N#Cc1cc(S(=O)(=O)N2CCOCC2)ccc1N1CCOCC1	0	0	95	3	-1.0	98	0	-1	0
CCN(CC)C(=O)c1sc(N)c(C#N)c1C	7	0	95[may fluoresce red]	4	-0.7	98[may fluoresce red]	0	1	7
Cc1ccccc1OCCC(=O)OCC(=O)NNC(=O)c1cccs1	-1	0	107	-8	·	100	5	·	-2
COC(=O)CCC(=O)Nc1ccc(S(=O)(=O)Nc2nc(C)cc(C)n2)cc1	3	·	93	10	-0.9	103	2	0	3
